Screening data as filed in PubChem.
M17LAP inhibition: P. falciparum M17LAP inhibitors, primary screen, biochemical, fluorogenic H-Leu-NHMec substrate, 1536-well (AID 1619) | recombinant M17LAP, H-Leu-NHMec fluorogenic kinetic assay; higher % means a stronger effect | Leucine aminopeptidase (Plasmodium falciparum (isolate 3D7)) | 0.38% of 220,000 active | one-dose inhibition, % at 30 µM; IC50 in µM for titrated hits;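 active means compound inhibiting the enzyme by more than half at any dose during confirmatory dose-response retesting; inconclusive means strong single-dose inhibitors picked by rank but not retested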;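 further: plate controls were full reaction with DMSO carrier for no effect and no enzyme background for full effect; strong numbers were not always called active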
PMI inhibition: human PMI inhibitors, high substrate, primary screen, biochemical, fluorescence intensity, high mannose 6-phosphate (AID 1220); 0.66% of 190,000 active; recombinant PMI enzyme, coupled fluorescence intensity; higher % means a stronger effect; inhibition, % at 20 µM, or IC50 in µM where a hit was titrated
Myeloid diff MLP: induction of myeloid progenitor differentiation, primary screen, cell-based, flow cytometry, MLPCN library; ER-HoxA9 myeloid progenitors, lysozyme-GFP differentiation; calls only at 10 µM; AID 624256, 2012; 1% of 360,000 active;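 active means normalized GFP-positive differentiation at or above the plate's own cutoff, the solvent-only control mean plus 3 SD; inconclusive means no clear call, values can overlap the other calls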;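 further: cells exposed to compound for four days before flow analysis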
P. falciparum M1AAP: P. falciparum M1AAP inhibitors, biochemical, fluorogenic H-Leu-NHMec substrate, 1536-well (AID 1445); 0.42% of 220,000 active; inhibition, % at 30 µM; hits with a dose series show IC50 in µM; Aminopeptidase N (Plasmodium falciparum (isolate 3D7)); recombinant M1AAP, H-Leu-NHMec fluorogenic kinetic assay; higher % means a stronger effect;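 active means primary inhibition above the hit cutoff, then over 50% inhibition at one or more dose response concentrations, cut at about 23% in these data, passing the limit was not always enough; inconclusive means conflicting primary data, or primary hits not chosen for dose response; inactive means low primary inhibition, or under 50% at every dose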;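 further: plate controls were DMSO full reaction for no effect and no enzyme background for full effect; strong numbers were not always called active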
XIAP displacement: XIAP antagonists, biochemical, IAP family, fluorescence polarization (AID 1018). XIAP BIR domain, fluorescence polarization peptide displacement; higher % means a stronger effect. 0.007% of 200,000 active. displacement, % at 20 µM, or IC50 in µM where a hit was titrated; in the data active means displacement above about 50%; further: a part of the inactive calls stands beside numbers as strong as those of hits
PMI inhibitors: inhibitors of human PMI, primary screen, biochemical, fluorescence intensity, coupled assay (AID 1209) | Mannose-6-phosphate isomerase (Homo sapiens) | purified PMI enzyme, coupled fluorescence intensity; higher % means a stronger effect | one-dose inhibition, % at 20 µM; IC50 in µM for titrated hits | 0.42% of 190,000 active;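 further: plate controls were DMSO vehicle for no effect and wells lacking substrate for full effect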
LYP phosphatase: inhibitors of LYP phosphatase, biochemical, fluorescence intensity, uHTS (AID 1779); 0.054% of 290,000 active; inhibition, % at 11.5 µM; hits with a dose series show IC50 in µM; Tyrosine-protein phosphatase non-receptor type 22 (Homo sapiens); recombinant LYP phosphatase, fluorescence intensity; higher % means a stronger effect;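 further: plate controls were vehicle with enzyme for no effect and no enzyme for full effect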
ER stress rescue: rescue of cells from ER stress-induced death, primary screen, 384-well, CSM14.1, thapsigargin, ATP luminescence (AID 1222). CSM14.1 thapsigargin-induced death rescue, ATP luminescence; higher % means a stronger effect. cellular ATP content (survival), % at 20 µM; hits with a dose series show EC50 in µM. 190,000 tested, under 10 active;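 active means EC50 below 50 µM in the dose-response confirmation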;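 further: death triggered by thapsigargin at about 15 µM added after 2 h compound pretreatment; cell ATP read after overnight thapsigargin exposure of roughly 18 to 22 hours; normalized against plate controls of thapsigargin alone and 5% DMSO vehicle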
TNAP activation fold: human TNAP enzyme activators, primary screen, biochemical, luminescent, no phosphate acceptor, uHTS (AID 1001); Alkaline phosphatase, tissue-nonspecific isozyme (Homo sapiens); purified TNAP, luminescent activation assay, no phosphate acceptor; higher activation fold means a stronger effect; activation fold at 20 µM, or EC50 in µM where a hit was titrated; 0.03% of 200,000 active; in the data active means activation fold from about 3, or a potency from the dose series; inactive means the rest, 99 in 100 with activation fold below about 1.6; further: many of its hits are not listed in these tables
Myeloid diff MLP GFP+ MAC1+ %: also measured in Myeloid diff MLP; calls as there; GFP+ MAC1+ double positive, %; measured here: differentiation confirmed by MAC1 staining
* marks the source's active call; other numbers are inactive results; i = inactive; ? = inconclusive; . = no result given. Unless noted, no stated cut-off is given here; in the data, active means inhibition above about 50%; inactive means the rest.

SMILES | M17LAP inhibition | PMI inhibition | Myeloid diff MLP | Myeloid diff MLP GFP+ MAC1+ % | P. falciparum M1AAP | XIAP displacement | PMI inhibitors | LYP phosphatase | ER stress rescue | TNAP activation fold
COc1cc(/C=N/NC(=O)c2ccc(O)cc2)ccc1OCC(=O)N1CC(C)OC(C)C1 (stereo not drawn) | -10.9% | . | i | 0.5 | 1.5% | . | . | -1.5% | . | .
CCOC(=O)CSc1nnc(CCc2nc3ccccc3[nH]2)n1C | -6.6% | -0.4% | i | 0.1 | 7.0% | -1.1% | -1.8% | -5.9% | -1.7% | 1
CCn1c(SCC(=O)c2ccc(NS(=O)(=O)c3ccccc3)cc2)nnc1-c1cccs1 | 37.0% | 4.1% | i | 2.6 | 10.7% | -6.8% | 16.7% | -3.5% | -0.7% | 1.2
COc1ccc(Cl)c(Cn2c(NCC(C)O)nc3c2c(=O)n(C)c(=O)n3C)c1 (stereo not drawn) | 6.4% | 8.7% | i | 1.0 | 5.3% | -3.4% | 2.5% | -9.1% | -0.9% | 1.1
Cc1cccc(NC(=O)C2CCCC2)c1 | 11.4% | -3.2% | i | 2.6 | 7.1% | -0.5% | -8.4% | -2.7% | 0.6% | 1.1
Cc1oc(-c2cccc(F)c2)nc1CN1CCCCC1CCc1ccccn1 (stereo not drawn) | -2.6% | 7.6% | i | 0.2 | 6.1% | -7.3% | 7.4% | -5.6% | 0.8% | 1
O=C(O)CSCc1cn2cc(Cl)ccc2n1 | -5.3% | -6.4% | i | 0.7 | 5.2% | -4.4% | -7.0% | -12.2% | 0.2% | 1.1
CCC(=O)O/N=C(\N)c1ccc(Oc2cc(C)c(Cl)c(C)c2)c([N+](=O)[O-])c1 | 0.1% | . | i | 0.4 | -1.6% | . | . | -2.3% | . | .
FC(F)(F)COc1cc(-c2nnc(SCc3ccccc3)n2Cc2ccco2)cc(OCC(F)(F)F)n1 | 1.7% | . | i | 0.3 | 1.2% | . | . | 8.0% | . | .
COc1ccc2sc(N3C(=O)CC(Cc4cccc(C)c4)C3=O)nc2c1 (stereo not drawn) | 29.4% | 1.6% | i | 1.2 | 1.6% | -3.8% | -1.4% | 0.8% | -5.8% | 1.1
CC(=O)c1ccc(N2CCN(C(=O)CCCn3c(=O)[nH]c4ccccc4c3=O)CC2)cc1 | 7.9% | -2.8% | i | 0.5 | 3.5% | -5.1% | 0.3% | 0.2% | 2.5% | 1.2
CN(CC(N)=O)S(=O)(=O)c1ccc(F)cc1 | -2.8% | -2.3% | i | 9.9 | 4.4% | -6.3% | 3.5% | -0.2% | -0.1% | 1.1
O=C(CCc1nc(-c2ccccc2F)no1)NCc1ccco1 | 5.9% | -2.3% | i | 0.7 | 8.1% | -5.3% | 2.9% | -7.2% | -2.1% | 1.1
Cc1ccc(C(=O)CNc2cccc([N+](=O)[O-])c2)cc1 | 20.9% | 2.8% | i | 0.2 | 7.7% | -4.6% | -9.4% | -3.3% | -1.0% | 1
O=[N+]([O-])c1ccc2c(c1)[nH]c(=S)n2-c1ccccc1 | -1.4% | 39.6µM* | i | 0.3 | 2.8% | -8.3% | 58.6%* | -1.7% | -0.3% | 1.3
CC(=O)N1CCc2cc(S(=O)(=O)CCC(=O)NCc3ccc4c(c3)OCO4)ccc21 | 7.8% | 1.2% | i | 0.7 | 0.4% | -6.0% | 2.8% | -6.5% | -2.4% | 1.1
CC12CCC(C(=O)N3CCN(c4ccccc4)CC3)(CC1=O)C2(C)C (stereo not drawn) | 15.3% | 4.5% | . | . | -1.7% | -3.3% | 15.6% | -10.8% | 0.6% | 1.1
CC(C)NC(=O)c1sc2c(c1C(=O)Nc1cccnc1)CCCC2 | 20.6% | . | i | 0.9 | 3.8% | . | . | 3.4% | . | .
Cc1ccc(/C=N/NC(=O)c2nnn(-c3nonc3N)c2CSc2ccccc2)cc1 | -0.6% | . | i | 0.6 | 10.1% | . | . | 4.1% | . | .
CC(=O)N1CCN(c2ccccc2NC(=O)c2cc(Br)ccc2Cl)CC1 | -8.9% | -2.6% | i | 2.2 | -2.6% | -11.6% | 6.0% | -8.7% | -1.5% | 1.1
CN(Cc1cccs1)C(=O)c1ccc(S(=O)(=O)N2CCCCC2)cc1 | 0.1% | . | i | 0.3 | 2.8% | . | . | -3.1% | . | .
O=C1N(Cc2ccc3c(c2)OCO3)c2ccccc2C1(O)c1c[nH]c2ccccc12 (stereo not drawn) | -1.2% | 14.2% | i | 1.7 | 13.2% | -4.0% | 17.0% | -7.2% | -2.5% | 1.1
Cc1cccc(C(=O)Oc2ccccc2C2C[C@]3(C)CC(=O)NC3N2C(=O)c2cccc(C)c2)c1 (stereo partly drawn) | -6.7% | -3.8% | i | 0.6 | -3.2% | -2.7% | 0.5% | 2.5% | 0.0% | 1.1
Cc1ccc(NC2=C/C(=N/S(=O)(=O)c3cccs3)c3ccccc3C2=O)cc1 | -3.3% | 47.9% | ? | . | 5.7% | -3.9% | -3.4% | -0.6% | -3.1% | 1
CCn1ccnc1CN1CCCC(CO)(Cc2cccc(OC)c2)C1 (stereo not drawn) | 4.5% | 8.4% | i | 0.1 | 3.2% | -12.3% | 16.2% | -6.1% | -1.4% | 1
COc1cc(-c2nc(C)c(C(C)=O)n2O)ccc1OCC(=O)Nc1ccc(Cl)cc1 | -1.6% | 6.7% | i | 0.5 | 2.4% | -12.7% | 8.8% | -7.1% | 1.5% | 1.1
CCS(=O)(=O)N1CCCC(c2nc(-c3cccc(OC)c3)no2)C1 (stereo not drawn) | -0.6% | 10.4% | i | 0.6 | 3.9% | -3.5% | 15.2% | 0.9% | -1.0% | 1
COc1ccc2c(c1OC)C(=O)c1ccccc1C2=O | 6.0% | -87.7% | . | . | 6.8% | -4.7% | -44.6% | -5.4% | 0.9% | 1
COc1ccc(-c2nc(SCC(=O)Nc3cc(C)on3)n[nH]2)cc1 | -2.0% | -2.7% | i | 1.0 | 2.3% | -1.9% | -1.5% | 2.1% | -2.9% | 0.3
CCOc1ccc2c(C)nc(NC3=NC(C)(C)C=C(C)N3)nc2c1 | 2.6% | 13.3% | i | 0.6 | 9.7% | -3.4% | 15.2% | -2.6% | 2.5% | 1
Cc1ccc(C)c(N(CC(=O)NC2CCCC2)C(=O)c2cc3cc4cc(C)ccc4nc3s2)c1 | -4.8% | 0.8% | i | 7.8 | 5.2% | -2.6% | 1.8% | -4.8% | 0.6% | 1.1
O=C(/C=C/C(=O)NCc1cccs1)NCc1cccs1 | -6.2% | . | i | 0.8 | -1.0% | . | . | -6.4% | . | .
Cc1nonc1OCC(C)(COc1nonc1C)NC(=O)c1ccccc1 | -0.3% | 11.2% | i | 0.3 | 7.7% | -1.7% | -9.9% | -5.6% | 0.3% | 1.1
CCN(CC)S(=O)(=O)c1ccc(C(=O)NCCc2ccccn2)cc1 | -2.5% | 8.7% | i | 0.3 | -8.6% | 1.5% | 4.5% | 1.0% | 0.6% | 1.1
O=c1c2cc(Cl)ccc2[nH]c(=S)n1Cc1ccco1 | 0.9% | -12.6% | i | 11.4 | 1.3% | -2.1% | 1.9% | 7.8% | . | 1
CSc1ccccc1NC(=O)CN(C)CC(=O)Nc1ccccc1F | -0.7% | -13.9% | i | 1.2 | 4.8% | -1.2% | -19.2% | -5.8% | 0.1% | 1
CCCCN1C(=S)NC[C@@H]1Cc1cccc2ccccc12 | 15.9% | . | i | 2.8 | 9.9% | . | . | -3.7% | . | .
CC1CCCCN1C(=O)Cn1nnc(-c2cccnc2)n1 (stereo not drawn) | -0.3% | 5.9% | i | 2.3 | 0.8% | 3.6% | -9.2% | -6.1% | -0.3% | 1.1
CCN(CC)C(=O)CSc1nnc([C@@H](N)C(C)C)o1 | 9.2% | . | i | 0.3 | 2.5% | . | . | -7.1% | . | .
Nc1c(C(=O)Nc2ccc(Cl)cc2)oc2ccccc12 | 2.2% | 7.0% | i | 1.9 | 19.9% | -3.5% | 10.4% | -6.7% | -0.4% | 1.1

Single records (already shown):
`Cc1ccc(C)c(N(CC(=O)NC2CCCC2)C(=O)c2cc3cc4cc(C)ccc4nc3s2)c1` across the screens: M17LAP inhibition: -4.8%; PMI inhibition: 0.8%; Myeloid diff MLP: i; Myeloid diff MLP GFP+ MAC1+ %: 7.8; P. falciparum M1AAP: 5.2%; XIAP displacement: -2.6%; PMI inhibitors: 1.8%; LYP phosphatase: -4.8%; ER stress rescue: 0.6%; TNAP activation fold: 1.1
`CCn1ccnc1CN1CCCC(CO)(Cc2cccc(OC)c2)C1` (stereo not drawn) across the screens: M17LAP inhibition: 4.5%; PMI inhibition: 8.4%; Myeloid diff MLP: i; Myeloid diff MLP GFP+ MAC1+ %: 0.1; P. falciparum M1AAP: 3.2%; XIAP displacement: -12.3%; PMI inhibitors: 16.2%; LYP phosphatase: -6.1%; ER stress rescue: -1.4%; TNAP activation fold: 1

2 entries from above, comma-delimited:
Compound,M17LAP inhibition,PMI inhibition,Myeloid diff MLP,Myeloid diff MLP GFP+ MAC1+ %,P. falciparum M1AAP,XIAP displacement,PMI inhibitors,LYP phosphatase,ER stress rescue,TNAP activation fold
CC(=O)N1CCN(c2ccccc2NC(=O)c2cc(Br)ccc2Cl)CC1,-8.9%,-2.6%,i,2.2,-2.6%,-11.6%,6.0%,-8.7%,-1.5%,1.1
CN(Cc1cccs1)C(=O)c1ccc(S(=O)(=O)N2CCCCC2)cc1,0.1%,.,i,0.3,2.8%,.,.,-3.1%,.,.

(listing goes on)
SMILES | M17LAP inhibition | PMI inhibition | Myeloid diff MLP | Myeloid diff MLP GFP+ MAC1+ % | P. falciparum M1AAP | XIAP displacement | PMI inhibitors | LYP phosphatase | ER stress rescue | TNAP activation fold
CC(=O)Nc1ccc2[nH]c3ccccc3c2c1 | 3.5% | -2.4% | i | 8.0 | 6.0% | 1.7% | -1.6% | 1.0% | -2.4% | 1.1
COCc1[nH]nc2c1C1(C(=O)Nc3ccc(F)cc31)C(C#N)=C(N)O2 (stereo not drawn) | 5.8% | 6.4% | i | 0.6 | 1.9% | -0.1% | 10.2% | -2.8% | -1.7% | 1
CCOC(=O)COc1cccc2c(=O)n(CC(=O)N3CCN(C(=O)OCC)CC3)ccc12 | 8.8% | -10.6% | i | 2.6 | 4.2% | 1.4% | -8.6% | 2.1% | 0.7% | 1
Cc1ccccc1NC1=C/C(=N\S(=O)(=O)c2cccs2)c2ccccc2C1=O | 9.8% | 17.2% | ? | . | 6.5% | 9.1% | 26.1% | -4.7% | -4.4% | 0.9
